Screens deposited in PubChem by several laboratories.
FXIa inh 1536 = inhibitors of human coagulation factor XIa | purified FXIa, Boc-Glu-Ala-Arg-AMC fluorogenic substrate | inhibition, % at 5 µM | actives 0.14% (n = 220,000) | AID 798;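 active = inhibition of at least 40%; inactive = inhibition below 40%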;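 also: fluorescence of freed AMC excited at 355 nm; 0% = enzyme without compound and 100% = no enzyme blank; many of its hits are not listed in these tables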
L929 necroptosis = blocks zVAD induced death of L929 cells; L929 zVAD necroptosis rescue, ATP luminescence, 24 h; with zVAD 60 µM; viability rescue, % at 10 µM; actives 0.38% (n = 220,000);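 active = activation, scaled between plate controls, above about 75%, limit read from the data; inactive = activation under that limit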;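 also: 0% = zVAD with DMSO and 100% = DMSO alone without zVAD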
Cl transport mod = modulators of human KCC2 chloride dependent transport | Q9H2X9 | KCC2 cells, thallium flux FluoZin-2 fluorescence | B-score of Tl+ flux slope (higher = more flux/activation; lower = inhibition) at 10 µM | actives 2.2% (n = 190,000) | AID 1456;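 active = thallium flux slope and its plate-corrected score both differing from the plate sample mean at a set confidence after two filtering rounds, in either direction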;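 also: slope of fluorescence scaled to starting intensity during 10 to 20 s after thallium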
Hck-Nef inh = inhibitors of human Hck kinase activated by Nef. P08631. Recombinant Hck-YEEI plus Nef, Z-Lyte FRET kinase assay. inhibition, % at 20 µM. actives 0.68% (n = 220,000);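 active = Hck-Nef kinase inhibition above about 50%, limit read from the data; inactive = inhibition below that limit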;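 also: 0% = DMSO with Hck plus Nef and 100% = Hck alone without Nef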
Target sequence (P08631 whole entry, looked up): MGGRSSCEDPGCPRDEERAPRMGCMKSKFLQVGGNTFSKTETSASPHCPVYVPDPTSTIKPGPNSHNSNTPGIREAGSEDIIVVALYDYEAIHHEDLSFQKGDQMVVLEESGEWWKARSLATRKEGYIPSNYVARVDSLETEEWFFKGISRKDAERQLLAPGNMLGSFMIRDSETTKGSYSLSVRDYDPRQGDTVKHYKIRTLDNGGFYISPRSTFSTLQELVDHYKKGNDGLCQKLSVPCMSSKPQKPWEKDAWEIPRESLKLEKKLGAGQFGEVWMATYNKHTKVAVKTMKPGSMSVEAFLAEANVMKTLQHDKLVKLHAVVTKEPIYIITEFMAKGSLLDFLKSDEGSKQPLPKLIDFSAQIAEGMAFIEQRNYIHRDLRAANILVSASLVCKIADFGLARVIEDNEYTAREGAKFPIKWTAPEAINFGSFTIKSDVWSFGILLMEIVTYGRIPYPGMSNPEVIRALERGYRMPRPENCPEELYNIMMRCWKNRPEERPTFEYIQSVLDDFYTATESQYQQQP
Rad51 HR inh = blocks human Rad51 in homologous recombination; hRad51 DNA strand exchange, fluorescence dequenching; inhibition, % at 10 µM; actives 0.085% (n = 200,000);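 active = inhibition above 40% at the single screening dose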;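 also: 0% = DMSO control wells and 100% = blanks with heterologous ssDNA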
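Material: human Rad51–ssDNA filaments; Probe or stimulus: labelled 47-mer dsDNA for strand exchange; Doses: single 10 µM dose; Incubation: 37 °C 15-min filament assembly, 30-min compound preincubation, 15-min exchange; Technique: FRET fluorescence dequenching, excitation 485 nm, emission 520 nm; Measure: Fluorescence-based percent inhibition, control- and blank-normalised; Benchmarks: plate control and blank wells.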
FXIIa inh = blocks human coagulation factor XIIa protease activity | inhibition, % at 5 µM | P00748 | actives 0.3% (n = 220,000) | purified FXIIa, Boc-QGR-AMC fluorogenic substrate, 2 h; in the data active = inhibition above about 40%;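 also: 0% = enzyme with no compound and 100% = blank without enzyme; many of its hits are not listed in these tables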
TNF necrop inh = TNF-alpha cell death inhibition in Jurkat FADD-/- cells; Jurkat FADD-/- TNF necroptosis rescue, ATP luminescence, 24 h; 0 = TNF only, 100 = no-TNF cells; activation (protection from cell death), % at 10 µM; actives 0.068% (n = 220,000);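 active = activation, meaning protection from cell death, of at least 50% relative to plate controls; inactive = activation below 50%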;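 also: necroptosis triggered by 40 ng/mL TNF-alpha added together with compound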
hK5 inh = blocks human kallikrein 5 protease activity | Q9Y337 | actives 0.59% (n = 210,000) | recombinant hK5, fluorogenic AMC substrate cleavage | inhibition, % at 5 µM;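 active = inhibition of 40% or more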;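 also: 0% = enzyme controls without compound and 100% = no-enzyme blanks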
Target sequence (Q9Y337 67-293 limits assumed): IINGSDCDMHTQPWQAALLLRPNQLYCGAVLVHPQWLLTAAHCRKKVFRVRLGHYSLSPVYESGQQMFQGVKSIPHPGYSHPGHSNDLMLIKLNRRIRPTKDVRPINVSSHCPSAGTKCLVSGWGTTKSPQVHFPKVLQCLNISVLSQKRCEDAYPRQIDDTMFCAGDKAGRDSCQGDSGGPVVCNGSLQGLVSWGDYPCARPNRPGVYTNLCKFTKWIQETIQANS
thrombin 1536 = blocks human thrombin protease activity; AID 1046; alpha-thrombin, Boc-VPR-AMC fluorogenic substrate cleavage; actives 0.26% (n = 220,000); inhibition, % at 5 µM;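 active = inhibition at or above 40%; inactive = inhibition below 40%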;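 also: 0% = enzyme with no compound and 100% = wells without enzyme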
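System – human alpha-thrombin protein · Reagent – Boc-VPR-AMC substrate, 15 µM final · Compound – 5 µM single dose in 0.2% DMSO · Schedule – reaction at room temperature · Technique – AMC fluorescence at 355 nm excitation and 460 nm emission · Read-out basis – % inhibition relative to enzyme controls and enzyme-free blanks · Control set – no-compound enzyme wells and no-enzyme blanks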
* marks the source's active call; other numbers are inactive results; x = no result given. A portion of the library. The share of hits here may be higher or lower than overall.

SMILES	FXIa inh 1536	L929 necroptosis	Cl transport mod	Hck-Nef inh	Rad51 HR inh	FXIIa inh	TNF necrop inh	hK5 inh	thrombin 1536
CCn1c(SCC(=O)NCC2CCCO2)nnc1-c1ccc(S(=O)(=O)N2CCN(C)CC2)cc1 (stereo unspecified)	4	0.8	1.2	-33	-2	9	-0.5	5	0
O=C(N=Nc1c(O)[nH]c2ccc(Br)cc12)c1cc(-c2cccc3ccccc23)n[nH]1	-4	2.2	0.27	-1	-1	6	2.0	-35	0
CCOC(=O)c1ccc[n+](CC(=O)c2ccccc2)c1	-10	-0.3	0.58	-1	8	1	0.9	-10	-6
O=C(N/N=C/c1cc2c3c(c1O)CCCN3CCC2)c1ccccc1O	2	61	0.81	0	-16	9	-10	-5	-2
O=C1Nc2ccccc2N=C(c2ccccc2)C1Br (stereo unspecified)	35	-0.4	0.012	16	-6	31	-0.5	24	17
Cc1cccc2sc(NC(=O)CN(C)S(=O)(=O)c3ccc(Br)s3)nc12	2	0.0	0.81	2	-8	17	3.4	-17	4
CCOc1ccc(NC(=S)Nc2ccc(OCc3ccccc3)cc2)cc1	9	-0.2	-0.38	2	-2	9	0.0	-19	-7
CC(C)c1ccc(-c2nc(N3CCCCC3)[nH]c(=O)c2C#N)cc1	3	1.2	0.27	2	0	11	-1.2	1	3
CCOC(=O)c1oc2ccccc2c1NC(=O)COC	-6	-1.5	-2.4	10	15	-4	0.1	10	-2
O=C(O)c1ccccc1C(=O)NCCc1c(C(=O)O)[nH]c2ccc(Cl)cc12	-3	1.7	0.14	-10	x	6	0.8	0	-5
Cc1sc2nc(CN(Cc3cccs3)C(=O)C3CC3)[nH]c(=O)c2c1C	19	0.6	-0.18	-1	-4	19	-1.3	-29	3
NC(=O)NOCc1ccc(F)cc1Cl	-2	28	0.66	7	11	7	1.1	x	-5
O=C(O)C1CCCCC1C(=O)NCc1ccc(Cl)c(Cl)c1 (stereo unspecified)	-4	0.3	-1.3	16	-7	3	0.9	-2	-6
CCOc1cccc(OCCCCn2ccnc2)c1	3	-0.4	0.25	1	3	4	-2.8	3	-2
CCc1ccc(C(=O)NNc2ccc(Cl)cc2)cc1	8	-0.1	-0.33	-16	-7	15	-3.7	9	12
Cc1ccc(Cn2c(=O)c3cccnc3n(CC(=O)Nc3cccc(C(F)(F)F)c3)c2=O)cc1	3	x	0.11	4	x	10	1.4	-7	1
O=C(NNc1c(Cl)cccc1Cl)c1sccc1Cl	0	-0.2	1.4	1	-2	8	34	-3	-2
Nc1ccccc1SCC(=O)N1CCc2ccccc21	-5	2.5	0.039	3	22	0	-0.6	-1	-5
COc1ccc(-c2ccc(/C=N/NC(=O)c3cccnc3)o2)c([N+](=O)[O-])c1	7	1.3	-2.5	-2	-42	10	1.3	-35	3
O=C(NCc1ccco1)c1cccc(S(=O)(=O)N2CCOCC2)c1	8	0.5	0.42	0	7	16	1.1	-16	5
CCc1ccc(Cn2nnc(C(=O)Nc3cccc(C)c3)c2N)cc1	8	2.8	x	1	-1	15	0.3	2	2
Cc1nc(-c2ccc(Cl)cc2)sc1C1(C)CC(c2cccc([N+](=O)[O-])c2)=NO1 (stereo unspecified)	-1	-0.6	1	22	0	5	2.0	-1	-3
O=C(c1cc(-c2ccc(Cl)cc2)n(-c2ccc(Cl)cc2)n1)N1CCOCC1	1	-0.3	x	-1	2	11	-5.9	-1	-1
O=C(O)c1nc(-c2ccccc2)n(-c2ccc(Cl)cc2)n1	-4	-0.1	x	-2	-7	-4	-1.6	1	-2

A second format for some results above.
Order of results: FXIa inh 1536	L929 necroptosis	Cl transport mod	Hck-Nef inh	Rad51 HR inh	FXIIa inh	TNF necrop inh	hK5 inh	thrombin 1536
> Cc1nc(-c2ccc(Cl)cc2)sc1C1(C)CC(c2cccc([N+](=O)[O-])c2)=NO1 (stereo unspecified)
 : -1	-0.6	1	22	0	5	2.0	-1	-3
> CCc1ccc(Cn2nnc(C(=O)Nc3cccc(C)c3)c2N)cc1
 : 8	2.8	x	1	-1	15	0.3	2	2
> O=C(O)C1CCCCC1C(=O)NCc1ccc(Cl)c(Cl)c1 (stereo unspecified)
 : -4	0.3	-1.3	16	-7	3	0.9	-2	-6
> CCOc1cccc(OCCCCn2ccnc2)c1
 : 3	-0.4	0.25	1	3	4	-2.8	3	-2

More records follow:
SMILES	FXIa inh 1536	L929 necroptosis	Cl transport mod	Hck-Nef inh	Rad51 HR inh	FXIIa inh	TNF necrop inh	hK5 inh	thrombin 1536
COCCOc1cc(COC)nc(-c2cccc(C)c2)n1	2	-0.1	0.26	7	-9	7	-1.3	-2	0
O=C(NCc1ccc2c(c1)OCO2)c1cccc2c1C(=O)N(C1CCCCC1)C2	2	1.0	1.6	12	0	15	1.2	-1	3
Cc1cc(Br)ccc1NC(=O)C1CCCO1 (stereo unspecified)	2	-0.6	-0.47	2	-2	-7	-1.4	2	-22
N/C(=N/OCc1cccc([N+](=O)[O-])c1)c1nonc1N	7	0.7	0.89	5	x	11	0.3	-7	-3
CS(=O)(=O)N1CCN(C/C=C/c2ccccc2)CC1	4	0.1	0.31	3	4	11	2.0	-15	-1
Cc1cccc(C(=O)N/N=C/c2ccc[nH]2)c1	-1	0.4	0.17	3	0	-1	-1.3	-14	-9
CCCCOc1ccc(CONS(=O)(=O)c2ccc(NC(C)=O)cc2)cc1Cl	-7	2.9	-0.22	-1	-9	-8	6.0	3	-6
Cc1ccc2nc(-c3cccnc3)c(NC3CCCC3)n2c1	8	0.8	-0.91	4	6	11	1.0	-9	-8
NS(=O)(=O)c1ccc(CCNC(=O)CSc2nc3ccsc3c(=O)n2CC2CCC(C(=O)O)CC2)cc1 (stereo unspecified)	-7	0.9	-0.5	18	-2	5	1.4	-8	2
Nc1ccc(-c2cnc[nH]2)cc1[N+](=O)[O-]	1	1.3	0.56	25	13	5	0.5	0	1
O=C(CCN1C(=O)c2ccc([N+](=O)[O-])cc2C1=O)Nc1ccccc1C(=O)O	3	0.6	0.044	4	x	4	1.1	0	-5
CC1CN(c2oc(-c3ccccc3Cl)nc2C#N)CC(C)O1 (stereo unspecified)	-6	1.6	0.37	-1	8	10	0.5	1	-2

Record cards, from the list above. Values in the order: FXIa inh 1536 | L929 necroptosis | Cl transport mod | Hck-Nef inh | Rad51 HR inh | FXIIa inh | TNF necrop inh | hK5 inh | thrombin 1536
`Cc1sc2nc(CN(Cc3cccs3)C(=O)C3CC3)[nH]c(=O)c2c1C` in the list: 19 | 0.6 | -0.18 | -1 | -4 | 19 | -1.3 | -29 | 3
`CS(=O)(=O)N1CCN(C/C=C/c2ccccc2)CC1` in the list: 4 | 0.1 | 0.31 | 3 | 4 | 11 | 2.0 | -15 | -1

Next records follow.
SMILES	FXIa inh 1536	L929 necroptosis	Cl transport mod	Hck-Nef inh	Rad51 HR inh	FXIIa inh	TNF necrop inh	hK5 inh	thrombin 1536
Cc1[nH]ccc(=O)c1OCc1ccccc1	-3	0.4	x	1	6	3	-3.0	-2	-4
CCOc1ccccc1N=C1SC(CC(=O)Nc2ccc(OC)cc2OC)C(=O)N1CCC1=CCCCC1 (stereo unspecified)	1	1.2	0.17	1	19	3	0.1	-2	-5
COc1ccc(NC(=O)NCc2ccncc2)cc1	-4	-0.1	-0.057	1	10	14	-0.5	-8	-2
NC(=O)c1nsc(C(=O)N(CC(=O)NCc2ccc3c(c2)OCO3)C2CCCC2)c1N	5	-0.4	0.25	3	4	14	-1.8	-5	5
CC1(C)[C@H]2CC[C@]1(C)[C@@H](OC(=O)C[N+]1(C)CCOCC1)C2	-1	0.0	0.18	6	5	2	0.7	-3	-6
Cc1cc(C(=O)Cn2nc(C(=O)O)c3ccccc3c2=O)c(C)n1-c1ccccc1	-4	1.0	0.3	5	x	4	-1.0	-7	-7
Cc1sc2nc(CSCC(=O)N(C)c3ccccc3)[nH]c(=O)c2c1C	-9	1.7	-0.48	1	-16	3	2.3	-5	-9
CC(=O)c1ccc(OC(=O)c2cc3ccccc3oc2=O)cc1	-2	0.6	-0.47	-2	25	0	-0.3	-8	-5
Cc1nc2ccccc2c(=O)[nH]1	3	-0.3	0.29	3	0	18	0.4	-7	1
Cc1[nH]c(=O)[nH]c(=O)c1S(=O)(=O)N1CCCC(C(=O)NCc2ccco2)C1 (stereo unspecified)	9	0.5	x	2	5	20	0.5	-10	3
O=C1/C(=C/c2ccco2)Cc2ccccc21	6	1.8	-0.26	6	x	10	0.0	-7	-1
CCCCn1c(N)c(NCc2ccccc2OC)c(=O)[nH]c1=O	-1	0.1	-0.099	-13	3	6	0.0	0	1

Some entries already given with just FXIa inh 1536.
Compound	FXIa inh 1536
Cc1sc2nc(CSCC(=O)N(C)c3ccccc3)[nH]c(=O)c2c1C	-9
Cc1cc(C(=O)Cn2nc(C(=O)O)c3ccccc3c2=O)c(C)n1-c1ccccc1	-4
CC(=O)c1ccc(OC(=O)c2cc3ccccc3oc2=O)cc1	-2
CCOc1ccccc1N=C1SC(CC(=O)Nc2ccc(OC)cc2OC)C(=O)N1CCC1=CCCCC1 (stereo unspecified)	1
Cc1[nH]c(=O)[nH]c(=O)c1S(=O)(=O)N1CCCC(C(=O)NCc2ccco2)C1 (stereo unspecified)	9

The list goes on.
SMILES	FXIa inh 1536	L929 necroptosis	Cl transport mod	Hck-Nef inh	Rad51 HR inh	FXIIa inh	TNF necrop inh	hK5 inh	thrombin 1536
CCCCSC(=S)NC1CCS(=O)(=O)C1 (stereo unspecified)	5	-0.8	0.16	6	1	12	-6.4	-13	-7
CNS(=O)(=O)c1ccc(C(C)(C)C)cc1	-4	17	0.89	17	2	5	0.6	0	-9
COc1ccc(OCCSc2nnc(CCNC(=O)c3ccc(Cl)c(Cl)c3)n2C)cc1	-15	0.4	-0.53	1	6	16	0.5	6	0
C=CCNC(=S)Nc1sc2c(c1C#N)CCCC2	-2	0.4	13*	15	-37	4	-0.4	-5	4
Cc1nn2c(NCc3ccccn3)c3c(nc2c1-c1ccccc1)CCC3	0	1.5	-0.32	13	10	6	5.2	-5	-2
CCOc1ccc(NC(=O)Nc2ccc3nsnc3c2)cc1	6	81*	-0.57	19	-4	7	-1.3	2	-11
COc1ccc(-c2nc(C)ncc2N=Nc2ccccc2)cc1	3	-0.1	x	0	2	6	-5.0	1	2

A draw from above in order of formula weight, lowest first:
SMILES	FXIa inh 1536	L929 necroptosis	Cl transport mod	Hck-Nef inh	Rad51 HR inh	FXIIa inh	TNF necrop inh	hK5 inh	thrombin 1536
CNS(=O)(=O)c1ccc(C(C)(C)C)cc1	-4	17	0.89	17	2	5	0.6	0	-9
C=CCNC(=S)Nc1sc2c(c1C#N)CCCC2	-2	0.4	13*	15	-37	4	-0.4	-5	4
Cc1nn2c(NCc3ccccn3)c3c(nc2c1-c1ccccc1)CCC3	0	1.5	-0.32	13	10	6	5.2	-5	-2
